Screens deposited in PubChem by several laboratories.
TNAP activators – stimulation of alkaline phosphatase TNAP activity – biochemical, luminescent, no phosphate acceptor, uHTS, primary screen (AID 1001); actives 0.03% (n = 200,000); one-dose activation fold at 20 µM; EC50 in µM for titrated hits; purified TNAP, luminescent activation assay, no phosphate acceptor; higher activation fold means a stronger effect; in the data active means activation fold from about 3, or a potency from the dose series; inactive means the rest, 99 in 100 with activation fold below about 1.6; further: many of its hits are not listed in these tables
NOD2 inhibition – inhibition of NOD2-driven NF-kB reporter – cell-based, luminescence, uHTS, HEK293 (AID 1566); HEK293 NOD2/NF-kB luciferase reporter, luminescence; higher % means a stronger effect; inhibition, % at 4 µM; hits with a dose series show EC50 in µM; actives 0.63% (n = 290,000); further: many of its hits are not listed in these tables
NTR1 agonist – NTR1-driven beta-arrestin-GFP spot formation – imaging, U2OS cells, high content, primary screen (AID 493036) | P30989 | actives 0.17% (n = 330,000) | agonist mode | activation, % at 20 µM;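 active means activation at or above 40% of the spot to cytoplasm intensity ratio, with at least 20 cells analyzed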;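 further: 0% = DMSO without peptide and 100% = 100 nM NTR1 peptide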
Target sequence (P30989 whole entry, looked up): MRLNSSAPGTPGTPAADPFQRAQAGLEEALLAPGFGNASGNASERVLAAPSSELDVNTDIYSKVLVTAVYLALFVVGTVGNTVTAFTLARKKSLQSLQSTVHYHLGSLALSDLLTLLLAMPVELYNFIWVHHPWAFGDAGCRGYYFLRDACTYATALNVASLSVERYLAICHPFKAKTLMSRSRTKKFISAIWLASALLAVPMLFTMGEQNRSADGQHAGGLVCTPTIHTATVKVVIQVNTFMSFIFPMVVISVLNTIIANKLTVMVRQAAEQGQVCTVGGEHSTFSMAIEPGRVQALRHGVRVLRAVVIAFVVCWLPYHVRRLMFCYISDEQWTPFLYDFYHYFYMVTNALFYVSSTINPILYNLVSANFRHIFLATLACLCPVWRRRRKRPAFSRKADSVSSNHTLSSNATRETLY
GPR55 activation – selective activators of receptor GPR55 – imaging, U2OS cells, beta-arrestin-GFP redistribution, primary screen (AID 1961); U2OS GPR55 beta-arrestin-GFP redistribution imaging; higher % means a stronger effect; activation, % at 10 µM; hits with a dose series show EC50 in µM; actives 0.048% (n = 290,000);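 active means activation above 40% with more than 50 cells counted in the well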;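 further: U2OS osteosarcoma cells stably expressing GPR55 and beta-arrestin-GFP; plate controls were DMSO negative control for no effect and LPI positive control for full effect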
KOR beta-arrestin-1 – KOR antagonists, beta-arrestin recruitment, cell-based, luminescence, uHTS (AID 1778). KOR beta-arrestin recruitment, luminescence, antagonist mode; higher % means a stronger effect. inhibition, % at 10 µM; hits with a dose series show IC50 in µM. actives 0.091% (n = 290,000); further: strong numbers were not always called active
CSM14.1 death rescue – rescue of cells from ER stress-induced death, primary screen, 384-well, CSM14.1, thapsigargin, ATP luminescence (AID 1222); CSM14.1 thapsigargin-induced death rescue, ATP luminescence; higher % means a stronger effect; cellular ATP content (survival), % at 20 µM, or EC50 in µM where a hit was titrated; 190,000 tested, under 10 active;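 active means EC50 below 50 µM in the dose-response confirmation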;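 further: death triggered by thapsigargin at about 15 µM added after 2 h compound pretreatment; cell ATP read after overnight thapsigargin exposure of roughly 18 to 22 hours; normalized against plate controls of thapsigargin alone and 5% DMSO vehicle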
NOD1 NF-kB reporter – NOD1 signaling inhibitors, primary screen, cell-based, luminescence, uHTS (AID 1578). actives 1% (n = 290,000). inhibition, % at 4 µM, or EC50 in µM where a hit was titrated. NOD1-driven NF-kB luciferase reporter cells, luminescence; higher % means a stronger effect; in the data active means inhibition mostly above about 36%, no sharp cut-off; inactive means mostly below about 34%;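 further: HEK-293T reporter cells stimulated with the NOD1 agonist gamma-tri-DAP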
KOR beta-arrestin-2 – kappa opioid receptor activators – cell-based, luminescence, uHTS, primary screen (AID 1777). KOR beta-arrestin recruitment, luminescence; higher % means a stronger effect. actives 0.02% (n = 280,000). one-dose activation, % at 10 µM; EC50 in µM for titrated hits; in the data active means activation above about 50%, passing the limit was not always enough; further: a part of the inactive calls stands beside numbers as strong as those of hits
Yfh1-depleted yeast – mitochondrial function rescue without frataxin homolog – Friedreich's ataxia, plus single-dose screen, dose response (AID 1465). S. cerevisiae Yfh1-off respiration, WST-1 reduction, 72 h; higher fold induction means a stronger effect. one-dose fold induction at 50 µM; EC50 in µM for titrated hits. actives 0.074% (n = 220,000);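 active means fold induction of absorbance versus untreated yeast above a set limit, then at least 30% activation at any dose in follow-up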;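 further: activators that raise dye reduction in frataxin-depleted yeast; strong numbers were not always called active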
NTR1 agonist cell count 20 µM – second read-out of NTR1 agonist, no call of its own (marks repeat the call); cell count; measured here: cell count, cytotoxicity flag
* hit, by the source's call; i = inactive; . = no result given; & = joins results of further samples; [ ] = dose if it differs, or a comment. Unless noted, no stated cut-off is given here; in the data, active means inhibition above about 50%; inactive means the rest. Not all compounds are listed; the hit share may differ from the screen's.

Values run as follows: Yfh1-depleted yeast	NTR1 agonist cell count 20 µM	NOD1 NF-kB reporter	NTR1 agonist	CSM14.1 death rescue	TNAP activators	GPR55 activation	KOR beta-arrestin-1	NOD2 inhibition	KOR beta-arrestin-2
O=C1Nc2c(Br)cc(Br)c3cccc1c23
  i	35	-32%	1.6	-0.8%	1.1	0.0%	-33%	21%	1.9%
CC[n+]1c(/C=C(\C)SC)sc2ccccc21
  i	50	24%	-0.4	-2.3%	1.1	-0.2%	-38%	32%	-2.4%
Cn1c(Cn2c(=O)sc3ccccc32)nnc1SCC(=O)Nc1ccc(F)cc1
  i	36	-10%	-1.0	-2.6%	1.1	0.0%	-7%	-6%	-3.0%
CN1CCN(C(=O)C2CCN(S(=O)(=O)c3ccc(F)cc3)CC2)CC1
  .	53	-19%	-0.8	.	.	-0.2%	-16%	1%	-2.1%
COc1ccc(C)cc1NC(=O)C(OC(=O)c1cc(C)oc1C)c1ccccc1 (stereo not drawn)
  i	51	6%	3.3	1.1%	1.1	0.3%	-2%	3%	-0.6%
Cc1cc(C)c2nc(SCC#N)cc(C)c2c1
  i	52	3%	7.4	-0.9%	1.1	-0.2%	3%	7%	0.1%
COc1ccccc1CNC(=O)CCCn1nc(C)c2c(C)n(-c3ccc(C)cc3)nc2c1=O
  .	52	-18%	2.0	.	.	-0.2%	-30%	25%	4.2%
CC(=O)c1ccccc1OCCOc1ncnc2sccc12
  i	61	16%	-1.8	-1.2%	1	-0.2%	-33%	5%	5.9%
O=c1c2cnn(-c3ccccc3Cl)c2ncn1Cc1cccnc1
  i	55	22%	-0.7	0.1%	1.1	-0.1%	20%	28%	0.4%
Cc1c(Cl)cccc1NC(=S)NC(=O)CCN1C(=O)c2ccccc2C1=O
  i	56	-16%	4.2	-0.3%	1	-0.2%	12%	10%	-1.1%
CC(=O)c1c(C)[nH]c(C(=O)COc2cc(C)ccc2C(C)C)c1C
  i	54	47%	4.1	-0.5%	1.1	0.0%	-9%	48%	-13%
COCCNC(=O)CN(C(=O)Cn1nnc2ccccc21)c1ccc(C)cc1
  i	36	-13%	0.6	0.1%	1.1	-0.1%	-45%[20 µM]	2%	-7.9%
Cn1cc(Br)c(-c2cccc(NC(=O)CCC(=O)O)c2)n1
  i	49	-8%	-1.6	.	.	-0.4%	3%	-2%	-2.9%
O=c1[nH]c(CSc2nnc(-c3ccccc3)n2-c2ccccc2)nc2ccccc12
  i	77	-23%	2.0	-2.3%	1	0.1%	10%	7%	-0.2%
COc1ccc(C(=O)OCC(=O)Nc2ccc(F)c(F)c2F)cc1OC
  i	71	1%	0.2	-0.3%	1.1	-0.1%	-15%	4%	2.9%
Cc1ccc2nc(NC(=O)/C=C/c3ccc4c(c3)OCO4)sc2c1
  i	61	22%	5.4	0.4%	1.1	-0.2%	-11%	-18%	-1.8%
Cc1noc(C)c1COC(=O)Cc1ccc(Br)cc1
  i	38	30%	-0.7	-2.1%	1	-0.2%	-27%	12%	5.4%
Cc1ccc(OCc2ccc(C#N)cc2)c(C(=O)c2cc(C#N)c(=O)n(C3CC3)c2)c1
  i	88	-10%	-0.1	-4.1%	1.1	-0.2%	-27%	-1%	-1.3%
CC1CCN(C(=S)NC(=O)c2cccc([N+](=O)[O-])c2)CC1
  .	59	-35%	-1.1	.	.	-0.1%	-2%	-6%	0.9%
O=C(c1ccc(Cn2cc(Cl)cn2)o1)N1CCN(Cc2ccc3c(c2)OCO3)CC1
  i	68	-2%	-0.6	0.1%	1.1	-0.2%	2%	10%	-4.5%
CCCOC(=O)N[C@@H]1C(=O)N2C(C(=O)OCCC)=C(C)CS[C@H]12
  .	72	-8%	0.3	.	.	0.4%	-32%[20 µM]	4%	-1.0%
Cc1ccc(C)c(Cn2c(=O)n(CCC(=O)NCc3ccco3)c(=O)c3sccc32)c1
  i	47	-37%	0.7	2.8%	1	0.6%	26%	6%	-1.2%
CC(C(=O)Nc1ccc(Cl)cc1)c1ncc(C(F)(F)F)cc1Cl (stereo not drawn)
  i	73	-1%	1.5	-2.6%	1.1	-0.3%	4%	3%	-0.2%
COCC(=O)N1CCC(Oc2ccc(C(=O)N(C)Cc3nccs3)cc2)CC1
  .	51	-13%	-0.5	.	.	-0.1%	-5%	0%	0.3%
Cc1cccc(NC(=O)CC2S/C(=N/c3nccs3)N(C)C2=O)c1 (stereo not drawn)
  i	59	3%	0.8	-1.5%	1	0.0%	-10%	6%	-4.8%
Cc1ccc(C)c(NC(=O)CSc2nnc(-c3ccco3)o2)c1
  i	52	12%	-0.8	.	1.2	-0.1%	-25%	4%	0.3%
CC(C)c1ccc(NC2CCCN(C(=O)c3cnsn3)C2)cc1 (stereo not drawn)
  .	55	-24%	0.2	.	.	-0.1%	19%	8%	-6.3%
CCc1cc(CNC(=O)c2ccc(OC3CCN(C(C)=O)CC3)c(OC)c2)on1
  .	52	-27%	-0.9	.	.	-0.1%	12%	17%	0.6%
Cc1csc(NC(=O)CCC(=O)N(CC(=O)NC2CCCCC2)c2ccccc2)n1
  .	54	-14%	0.4	.	.	-0.3%	-7%	4%	-3.0%
COc1cc(/C=N/N(C)C2=NS(=O)(=O)c3ccccc32)cc(OC)c1OC
  .	88	-14%	-0.1	.	.	-0.1%	-46%	9%	5.3%
COc1ccc2c(C=Nc3c(C)n(C)n(-c4ccccc4)c3=O)c(O)n(Cc3ccco3)c(=O)c2c1
  i	83	4%&22%	1.6	6.5%&1.4%	1&1	0.2%&1.6%	19%&22%	-23%&7%	16%&0.0%
CCOc1cc(NC(=S)NC)c(OCC)cc1NC(=O)c1ccc(OC)cc1
  i	39	-34%	0.3	0.3%	1	0.8%	1%[20 µM]	7%	.
CS(=O)(=O)N(CC(=O)NC1CCCCC1)Cc1ccc(F)cc1
  i	34	-21%	-0.2	2.3%	1.1	0.1%	19%	0%	-3.3%
Cc1cccc2nc(-c3ccco3)c(Nc3ccc4c(c3)OCCO4)n12
  i	45	6%	1.4	-1.2%	1.1	-0.3%	32%	-15%	-5.2%
Cc1ccccc1NC(=O)COC(=O)c1ccc(CSc2ccc(Cl)cc2)cc1
  i	64	-29%	5.1	-3.2%	1	0.0%	18%	-7%	9.9%
Cc1ccc2c(c1)COc1c3ccc(C(=O)N4CCCCC4)cc3nn1-2
  i	71	-3%	-0.1	.	.	-0.2%	11%	-86%	0.4%
O=S(=O)(c1ccc(Cl)c(NC(=S)N/N=C/c2c(F)cccc2F)c1)N1CCOCC1
  i	84	-21%	3.5	-2.6%	1.1	0.5%	-23%	32%	-5.3%
CC(C)C(C(=O)NCc1ccco1)N(C(=O)CNS(=O)(=O)c1ccccc1)C1CCCC1 (stereo not drawn)
  i	66	4%	0.9	-1.4%	1.1	-0.3%	-29%	-8%	12%
Cc1c(CN2CCC(n3nccc3NC(=O)C3CC3)CC2)[nH]c2ccccc12
  .	70	-15%	0.0	.	.	0.0%	-7%	9%	-0.7%
Cc1cccc(N(C(=O)c2csnn2)C(C(=O)NC2CCCCC2)c2ccncc2)c1 (stereo not drawn)
  .	45	-2%	-1.2	.	.	-0.2%	-20%	-6%	5.1%
COc1ccccc1NC(=O)C1=C(C)NC2=C(C(=O)CCC2)C1c1ccc(C)o1 (stereo not drawn)
  i	49	-20%	2.0	-1.9%	1.1	-0.3%	1%	7%	-1.6%
CCOCCn1c(=NC(=O)c2ccc(S(=O)(=O)N3CCOCC3)cc2)sc2cc(S(N)(=O)=O)ccc21
  .	64	-14%	6.7	.	.	-0.2%	1%	8%	-2.0%
COc1ccccc1CN1CCCC(CNC(=O)c2cccc3ccccc23)C1 (stereo not drawn)
  .	64	-10%	-0.8	.	.	-0.1%	-10%[20 µM]	3%	1.8%
Cc1cc(CNC(=O)COc2ccccc2F)c2ccccc2n1
  i	76	-6%	-1.3	1.5%	1.1	0.6%	-34%	-29%	0.3%
Cc1nc(C)c(-c2ccc(SCC(=O)Nc3ccccc3)nn2)s1
  .	63	2%	1.0	.	.	-0.1%	-10%	33%	-1.8%
CC1(C)NC(=O)N(CC(O)CN(c2ccccc2)S(=O)(=O)c2ccccc2[N+](=O)[O-])C1=O (stereo not drawn)
  .	53	10%	0.4	.	.	0.4%	-16%	-1%	-2.3%
COC(=O)c1ccccc1NC(=S)NC(=O)c1ccccc1C
  .	86	-16%	0.9	-1.7%	1.1	0.0%	6%	10%	2.5%
COC(=O)c1ccc(CSc2nnc(Nc3ccc(C)cc3)s2)o1
  i	40	19%	3.8	1.0%	1.1	-0.1%	-28%	1%	-2.1%
CCCc1[nH]nc2c1C(c1cccc(OC(=O)c3ccco3)c1)C(C#N)=C(N)O2 (stereo not drawn)
  i	45	-10%	3.1	-2.1%	1	-0.2%	0%	12%	1.7%
O=C(Cc1ccccc1[N+](=O)[O-])Nc1nccs1
  i	61	2%	-1.6	.	.	-0.2%	12%	17%	1.1%

Going on with the list.
Values run as follows: Yfh1-depleted yeast	NTR1 agonist cell count 20 µM	NOD1 NF-kB reporter	NTR1 agonist	CSM14.1 death rescue	TNAP activators	GPR55 activation	KOR beta-arrestin-1	NOD2 inhibition	KOR beta-arrestin-2
Cc1occc1-c1nnc(SCC(=O)Nc2nc(-c3ccccc3)cs2)o1
  i	57	-27%	1.9	0.2%	1.1	-0.1%	-37%	7%	1.4%
Cc1ccc(S(=O)(=O)c2c(C)nn(C(C)(C)C)c2OC(=O)C(C)C)cc1
  i	62	20%	0.8	-0.3%	1	0.6%	8%	-1%	-2.2%
CCC1=Nc2cc(C(=O)N3CCCCC3)ccc2Sc2ccc(C)cc21
  .	64	-8%	6.3	.	.	-0.2%	13%	15%	15%
COc1ccc(-n2nc(C(=O)NCC(=O)N3CCN(c4ccccc4F)CC3)c3ccccc3c2=O)cc1
  .	27	-68%	-0.6	.	.	0.2%	8%	-39%	-1.8%
CCCCn1c(SCC(=O)NCc2ccco2)nc2c(sc3ccccc32)c1=O
  i	63	0%	-0.6	-1.1%	1.2	-0.1%	-24%	0%	2.3%
O=C(Cc1ccc(Cl)cc1)Nc1ccc(C(=O)N2CCCCC2)cc1
  .	53	-26%	0.2	.	.	0.0%	12%	16%	-0.9%
CNC(=O)NC(=O)COC(=O)c1ccc(-n2c(C)ccc2C)cc1
  i	65	0%	-0.5	-3.4%	1.1	0.5%	-26%	5%	-3.2%
